# C2C12 statin: protects C2C12 myotubes from simvastatin toxicity; ATP luminescence, 48 h; scaled: DMSO 0, geranylgeraniol control 100; rescue of ATP level, % at 7.49 µM; 330,000 compounds, 0.78% hits; AID 602340;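 active = mean ATP rescue above about 67%, or every replicate alone reaching that limit, limit read from the data, passing the limit was not always enough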;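 note: myotubes were challenged with 10 µM simvastatin during compound exposure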
# SIRT5 inh: blocks human SIRT5 desuccinylation of peptide | Purified SirT5, succinyl-peptide AMC, trypsin-coupled fluorescence | inhibition, % at 15 µM | 330,000 compounds, 1.1% hits; in the data active = inhibition above about 15%
# Target sequence (Q9NXA8 whole entry, looked up): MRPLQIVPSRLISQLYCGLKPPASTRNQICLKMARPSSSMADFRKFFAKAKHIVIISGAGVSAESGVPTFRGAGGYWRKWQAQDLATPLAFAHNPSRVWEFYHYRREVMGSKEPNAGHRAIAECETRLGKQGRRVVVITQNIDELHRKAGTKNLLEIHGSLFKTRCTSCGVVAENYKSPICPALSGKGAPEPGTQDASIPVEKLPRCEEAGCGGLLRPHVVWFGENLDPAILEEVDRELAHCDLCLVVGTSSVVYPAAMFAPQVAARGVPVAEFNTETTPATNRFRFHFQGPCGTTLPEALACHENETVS
# esBAF inh: blocks esBAF chromatin remodeling in mouse ES cells; Bmi1-luciferase knock-in reporter, 24 h; 100% = twice the neutral-well signal; 350,000 compounds, 2% hits; reporter increase, % at 12.5 µM; in the data active = activation above about 40%;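 note: 0% = median of the plate's neutral control wells and 100% = double that signal; a rise in the Bmi1 reporter signal indicates esBAF inhibition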
# S100A4 inh HTS: S100A4-myosin IIA interaction inhibition | P26447 | S100A4/TAMRA-MyoIIA peptide fluorescence polarization | inhibition, % at 10.7 µM | 360,000 compounds, 0.14% hits | AID 652163;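 active = mean inhibition of at least 70% across replicates, with every replicate also reaching that level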
# Target sequence (P26447 whole entry, looked up): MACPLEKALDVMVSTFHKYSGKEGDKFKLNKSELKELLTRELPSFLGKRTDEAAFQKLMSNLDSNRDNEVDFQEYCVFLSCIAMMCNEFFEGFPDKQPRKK
#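 incubation = readout 5 min after mixing, signal stable up to 60 min | system = S100A4 monomer protein | buffer or medium = HEPES pH 7.2 with CaCl2, KCl, NaCl, DTT, Triton | benchmarks = neutral control DMSO, positive control TFP | also added = fluorescent myosin IIA peptide, 5 nM | compound dosing = one concentration per compound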
# FN deposition inh: fibronectin deposition inhibition; AH1F fibroblasts, Alexa488-fibronectin deposition fluorescence, overnight; inhibition, % at 12.6 µM; 350,000 compounds, 0.086% hits; AID 743247;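 active = mean inhibition across replicates of 30% or more, regardless of how many single replicates reach that level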;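 note: positive control wells lacked labelled fibronectin entirely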
#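 Assay system: AH1F fibroblasts assembling fluorescent fibronectin matrix; Amount: 10000 AH1F cells per well; Buffer or medium: DMEM, 2% serum; Probe or stimulus: Alexa488-fibronectin, 24 nM final in well; Doses: single compound dose, delivered by pin transfer; Incubation: 1 h adhesion, overnight exposure; Measured by: fluorescence 485/525 nm; Read-out: fibronectin deposition inhibition.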
# CASP6 VEID inh: blocks human caspase-6 cleavage activity; P55212; purified caspase-6, Z-VEID-R110 cleavage fluorescence; inhibition, % at 12.5 µM; AID 686996; 350,000 compounds, 0.53% hits;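 active = mean inhibition across replicates at least about 35%, with every replicate also reaching that limit, limit read from the data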;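 note: 0% = median of neutral control wells and 100% = no fluorescence left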
# Target sequence (P55212 24-179 limits assumed): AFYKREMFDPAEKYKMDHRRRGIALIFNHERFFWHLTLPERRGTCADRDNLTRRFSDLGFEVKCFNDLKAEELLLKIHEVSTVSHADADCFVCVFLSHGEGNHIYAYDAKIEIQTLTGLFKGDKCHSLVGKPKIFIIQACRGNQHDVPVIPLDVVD
# Target sequence (P55212 194-293 limits assumed): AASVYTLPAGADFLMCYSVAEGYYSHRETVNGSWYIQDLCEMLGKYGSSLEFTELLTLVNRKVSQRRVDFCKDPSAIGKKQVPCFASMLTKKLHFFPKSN
# LGR2 antag: inhibitors of bursicon-induced Drosophila LGR2 receptor cAMP signaling; HEK293 LGR2, CRE-luciferase, bursicon-stimulated, 4 h; inhibition, % at 9.99 µM; 380,000 compounds, 0.35% hits; AID 720647;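 active = drop in luminescence signal, shown as inhibition above about 50% in the replicate tests, limit read from the data, passing the limit was not always enough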;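 note: agonist challenge used bursicon conditioned medium at about half maximal strength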
# An asterisk follows results filed as active; nt = not tested or not shown. Not all compounds are listed; the hit share may differ from the screen's.
# Sample of the layout (2 entries):
SMILES,C2C12 statin,SIRT5 inh,esBAF inh,S100A4 inh HTS,FN deposition inh,CASP6 VEID inh,LGR2 antag
O=C(O)C[C@@H]1C=C[C@H](NC(=O)c2ccccc2F)[C@H](CO)O1,-4,nt,4,nt,10,nt,18
COc1ccc(C(=O)N(CCc2ccccc2)Cc2ccccc2)c(OC)n1,nt,10,nt,-8,-1,5,0

# The listing, previewed entries included:
SMILES,C2C12 statin,SIRT5 inh,esBAF inh,S100A4 inh HTS,FN deposition inh,CASP6 VEID inh,LGR2 antag
O=C(O)C[C@@H]1C=C[C@H](NC(=O)c2ccccc2F)[C@H](CO)O1,-4,nt,4,nt,10,nt,18
COc1ccc(C(=O)N(CCc2ccccc2)Cc2ccccc2)c(OC)n1,nt,10,nt,-8,-1,5,0
C[C@@H](C(=O)Nc1ccc2ccccc2c1)[C@H]1C[C@]1(C)[C@H](NC(=O)c1cnccn1)c1ccccc1,nt,nt,nt,0,5,0,17
O=C(O)CC1C(=O)NCCN1CCCc1ccccc1 (configuration not stated),-1,-5,-4,0,-4,-4,5
O=C(CN1CCOCC1)N1CC[C@@H]2[C@H]1c1cc(Br)ccc1N[C@@H]2CO,10,nt,6,nt,-4,nt,10
CN1C(=O)CSc2ccc(NC(=O)N3CCc4ccccc43)cc21,-2,0,94*,-14,nt,3,-46
COCCN1C=C2C(=O)C(C)(OC(=O)C3CCCC3)C(=O)C(c3ccccc3)=C2C=C1CCCC(=O)OC (configuration not stated),-14,nt,2,-1,6,2,-4
Cn1c(=O)c2c(ncn2CC(=O)N/N=C/c2cn[nH]c2-c2ccc(F)cc2)n(C)c1=O,7,3,-3,2,2,1,-17
Cc1nc(SCC(=O)N2CCCc3ccccc32)c2oc3ccccc3c2n1,-11,-3,-3,-2,nt,2,15
O=C(CN1CCN(c2ccccn2)CC1)N1CCc2ccccc21,-4,-1,16,4,-10,-2,10
CCC(c1nnc(SCC(=O)N(C)c2ccccc2)n1Cc1ccccc1)N(C)C (configuration not stated),12,1,1,-1,6,-58,-10
CC(C)NC(=O)Nc1ccc2c(c1)CC(=O)N([C@@H](C)CO)C[C@@H](C)[C@H](CN(C)C(=O)Nc1cccc3ccccc13)O2,13,4,-3,7,nt,0,4
O=S(=O)(/C=C/c1ccccc1)NC1CCCCCC1,nt,0,nt,-3,0,2,0
CN1CCN(C2CC(=O)N(c3ccc4c(c3)OCCO4)C2=O)CC1 (configuration not stated),-9,nt,6,nt,7,nt,nt
COCC(=O)Nc1ccc2c(c1)[C@H]1C[C@@H](CC(=O)NCc3ccccc3)O[C@H](CO)[C@H]1O2,-8,-3,0,-8,10,1,0
CN(Cc1ccccc1)C(=O)c1[nH]cnc1C(=O)NCc1ccccc1,-15,-1,-4,6,2,-4,-8
COc1ccc2c3c([nH]c2c1)[C@@H](CO)N(S(C)(=O)=O)CC31CCN(C(=O)Nc2ccccc2)CC1,nt,2,nt,-3,-15,3,6
Oc1cc(NCc2ccc(Cl)cc2)cc2cccnc12,-9,nt,18,0,7,18,-5
CN(C)C1(CNCC(O)c2ccccc2)CCCCC1 (configuration not stated),-7,-5,-4,4,-2,-4,-4
CCNC(=O)C1(C)CCCN(Cc2ccccc2-c2ccccc2)C1 (configuration not stated),4,nt,2,-1,12,1,5
COc1ccccc1OCC(=O)Nc1ccc(S(=O)(=O)N2CCCC2)cc1,13,nt,0,1,5,0,-23
Cc1cc(C)nc(-n2nc(C)cc2NC(=O)CNCc2ccccc2)n1,1,nt,-7,nt,3,nt,nt
CCN1C(=O)[C@H]2[C@@H](c3ccc(-c4cccc(Cl)c4)cc3)N[C@@](Cc3ccccc3)(C(=O)OC)[C@H]2C1=O,-7,-3,7,1,-12,-2,4
C[C@@H]1CN([C@H](C)CO)C(=O)Cc2cc(NC(=O)Nc3ccc(F)cc3)ccc2O[C@H]1CN(C)Cc1ccc(C(=O)Nc2ccccc2N)cc1,nt,10,nt,-7,nt,0,6
Cc1ccc(Cl)cc1NC(=O)c1ccccn1,-4,nt,5,0,5,-3,-26

# (next part)
SMILES,C2C12 statin,SIRT5 inh,esBAF inh,S100A4 inh HTS,FN deposition inh,CASP6 VEID inh,LGR2 antag
Cn1c(Cn2nnc3ccccc32)nnc1SCC(=O)Nc1ccc2c(c1)OCO2,13,-2,0,-1,nt,1,-4
COc1ccc(CNC(=O)CCC(=O)N2CCN(S(=O)(=O)c3ccc(Cl)cc3)CC2)cc1,nt,0,nt,-12,nt,-2,11
Cc1cc(=O)oc2cc(OCC3CC(c4ccccc4)=NO3)ccc12 (configuration not stated),-60,-3,34,0,nt,-2,nt
COc1ccc(CN(C)C[C@H]2Oc3ccc(NC(=O)C4CCCCC4)cc3C(=O)N([C@H](C)CO)C[C@@H]2C)cc1,-2,4,1,2,nt,2,-6
CCc1nnc(NC(=O)c2ccc3c(=O)n4c(nc3c2)CCC4)s1,4,nt,59*,-3,6,-1,-33
Cn1c(=O)c(=O)n(C)c2cc(N3CCCCC3)c(NS(=O)(=O)c3ccc(Br)cc3)cc21,-18,5,-3,-1,-3,-2,6
CC(=O)c1ccc(NC(=O)CSc2nc(N3CCOCC3)nc(N3CCOCC3)n2)cc1,nt,2,nt,5,0,-3,-24
CCOc1ccc(NC(=O)c2sc(NC(C)=O)c(C(=O)OC)c2C)cc1,nt,-5,nt,0,-1,-3,7
CC(C)(C)c1ccc(CC(=O)N2CCC2(C)C(=O)NS(=O)(=O)c2ccc(Cl)s2)cc1 (configuration not stated),-9,1,13,0,-2,3,13
C[C@H](NS(=O)(=O)c1c(Cl)cccc1Cl)C(=O)NNC(=O)COc1ccccc1F,-6,-1,7,-5,0,3,-3
COCCN1Cc2cc(C(=O)OC)c3c(c2C1=O)c1cc(OC)ccc1n3S(=O)(=O)c1ccc(C)cc1,nt,nt,nt,-1,0,0,-5
O=C(c1ccccn1)N1C[C@@H]2[C@H](c3ccccc31)[C@H](CO)N2C(=O)CC1CC1,6,8,-3,-2,nt,1,3
CN1CCN(Cc2c(O)ccc3cc(Br)ccc23)CC1,nt,1,nt,2,19,-1,14
COc1cc(OC)cc(C(=O)NNC(=O)CNC(=O)c2cccs2)c1,3,0,-6,2,-6,62*,4
COc1ccc(NS(=O)(=O)c2cccc(C(=O)N(C)Cc3cccs3)c2)cc1,25,-5,nt,2,-2,5,19
CCn1cc(C(=O)O)c(=O)c2cc(F)c(N/N=C/c3ccccc3[N+](=O)[O-])cc21,nt,5,nt,-3,5,-1,20
Nc1nnc(SCC(=O)OCC(=O)NC2CCCCC2)s1,10,0,1,3,-8,4,20
CCOc1ccc(NC(=O)CSc2nc3ccccc3c(=O)n2CCCC(=O)NCC2CCCO2)cc1 (configuration not stated),nt,-7,nt,1,4,-2,0
COc1ccc(/C(C)=N/N=C(N)N)c(OC)c1,5,2,0,1,2,-2,9
C[C@H]1CCC2[C@](C)(CO)[C@@H](O)CC[C@]2(C)[C@@]12CCC(CO)(CCO)O2 (some centres not stated),0,-1,-5,-1,-5,9,-3
Cc1ccc2c(CN(Cc3ccccc3)Cc3ccccc3)cc(=O)oc2c1,23,-2,-7,-1,-7,-3,-1
Cc1nnc(NC(=O)c2nc(S(=O)(=O)Cc3ccccc3C)ncc2Cl)s1,-100,3,-7,-4,12,19,-39
CCCNC(=O)CN(C)CC(=O)Nc1ccccc1C#N,nt,-2,nt,0,6,4,25
COc1ccc(N2CCN(C(=O)C3CCN(S(=O)(=O)c4ccccc4)CC3)CC2)cc1,nt,-4,nt,-3,-3,0,9
Cc1ccccc1C(=O)Nc1cccc(NC(=O)c2ccc(F)cc2)c1,-2,-4,3,-1,4,nt,10

# Results in SIRT5 inh, for 3 of the compounds above:
mol	SIRT5 inh
CCOc1ccc(NC(=O)CSc2nc3ccccc3c(=O)n2CCCC(=O)NCC2CCCO2)cc1 (configuration not stated)	-7
COc1ccc(CN(C)C[C@H]2Oc3ccc(NC(=O)C4CCCCC4)cc3C(=O)N([C@H](C)CO)C[C@@H]2C)cc1	4
Cc1nnc(NC(=O)c2nc(S(=O)(=O)Cc3ccccc3C)ncc2Cl)s1	3

# Additional entries
SMILES,C2C12 statin,SIRT5 inh,esBAF inh,S100A4 inh HTS,FN deposition inh,CASP6 VEID inh,LGR2 antag
C=CCNC(=S)N1CCN(Cc2ccccc2)CC1,nt,-2,nt,5,-11,0,-15
CS(=O)(=O)N(CC(=O)N1CCN(Cc2ccccc2)CC1)c1ccc2c(c1)OCCO2,6,1,-12,0,nt,0,5
COCc1cn(CC[C@H]2CC[C@@H](NC(=O)Nc3ccc(Cl)cc3)[C@@H](CO)O2)nn1,-4,2,-1,-14,nt,-1,2
O=C(/C=C/c1cn(-c2ccccc2)nc1-c1cccnc1)NCCN1CCOCC1,nt,5,nt,-3,10,-2,21
CC(C)CC#Cc1ccc([C@@H]2[C@@H](CO)N3C(=O)CN(C(=O)c4cnccn4)C[C@@H]23)cc1,nt,0,nt,-4,nt,1,11
CNCC(O)COc1cccc(OC)c1 (configuration not stated),nt,-6,nt,-7,3,-1,-10
CCCC[n+]1ccn(-c2nc3ccccc3nc2[N-]S(=O)(=O)c2ccc(Br)cc2)c1,nt,0,nt,3,-1,1,-1
CN(CC(=O)O)S(=O)(=O)/C=C/c1ccccc1,nt,-5,nt,-3,-1,-2,11
CCN(c1ccc(OC)cc1)S(=O)(=O)c1ccc2c(c1)NC(=O)CS2,35,-7,25,-1,5,3,-34
CC[C@H]1CN2CCc3cc(OC)c(OC)cc3[C@@H]2C[C@@H]1C[C@H]1NCCc2cc(OC)c(OC)cc21,54,nt,-63,9,12,nt,nt
C[C@@H]1CN([C@H](C)CO)C(=O)c2cc(NS(C)(=O)=O)ccc2O[C@H]1CN(C)S(=O)(=O)c1ccc(Cl)cc1,-29,3,-1,6,nt,2,nt
CC(=O)N1N=C(c2cccc([N+](=O)[O-])c2)OC1c1ccccc1Cl (configuration not stated),8,nt,19,nt,-15,nt,nt
COc1ccc(N2CC(O)=C(c3nc(-c4ccc(F)cc4)cs3)C2=N)cc1Cl,-6,0,2,1,nt,nt,4
CCn1c2nc(SCCN3CCOCC3)nnc2c2cc(C)cc(C)c21,-24,1,4,-2,-3,2,-11
C=CCn1c2[n+](c3ccccc3c1=O)CCCCC2,nt,-3,nt,-2,-2,9,1
CCN1CCN(c2ccc(S(=O)(=O)N3CCCCC3)cc2NC(=O)c2ccc(F)cc2)CC1,nt,-2,nt,11,6,1,-4
Cn1c(=O)c2c(nc(NCc3ccco3)n2CC(O)CO)n(C)c1=O (configuration not stated),nt,12,nt,0,-2,2,12
O=S(=O)(c1ccccc1)N1CCC(n2cnc3ccccc32)CC1,0,-2,3,-5,-2,1,-4
COCC(=O)N1C[C@H](C)[C@H](OC)CN(C)C(=O)c2ccc(NC(=O)Nc3cccc(F)c3)cc2OC[C@@H]1C,1,nt,1,nt,10,nt,5
Cc1ccc(S(=O)(=O)Nc2cccc3c2O[C@@H](CN(C)C(=O)Nc2ccc(C(F)(F)F)cc2)[C@H](C)CN([C@@H](C)CO)C3=O)cc1,18,4,-2,4,6,0,4
CCOc1ccc(-c2noc(-c3csc([C@@H]4O[C@H](CO)[C@H](O)[C@H](O)[C@H]4O)n3)n2)cc1,-9,nt,-3,36,6,1,-17
Cc1cc(C)c(C)c(S(=O)(=O)NCc2ccc(C(=O)N3CCOCC3)cc2)c1C,nt,-2,nt,-2,-2,-1,-5
CCc1nc2c(OCc3ccc(Cl)cc3)cccn2c1N(C)C(=O)C1CC1,-15,nt,-1,-8,nt,2,-6
O=C(C1CCN(C2CCN(CC3CC=CCC3)CC2)CC1)N1CCOCC1 (configuration not stated),1,-2,1,-14,6,-10,3
CCN(CC)CCNC(=O)CCCCn1c(=S)[nH]c2c([nH]c3ccc(OC)cc32)c1=O,1,nt,6,nt,0,nt,-5
CC(=O)N1[C@H](Cc2ccccc2)C=C[C@]1(C)C(=O)NCc1ccccn1,4,-1,2,4,4,-2,2
C=CCOc1ccc(Cl)cc1CNCCCN1CCOCC1,5,nt,0,nt,nt,nt,11
O=C1C(=Cc2cccc(Cl)c2)CCc2ccccc21,nt,1,nt,-6,-5,5,-29
CC(=O)Nc1ccc(NC(=O)C(C)OC(=O)C2CCCCC2)cc1 (configuration not stated),-4,0,-12,5,4,-2,1
